Bioassay records as filed in PubChem BioAssay.
MgcRacGAP inhibition: MgcRacGAP GTPase-activating activity inhibitors, confirmation, biochemical, ADP Hunter fluorescence; MgcRacGAP-stimulated Rac1 GTP hydrolysis, ADP Hunter fluorescence; higher % means a stronger effect; GST-tagged Rac1 F28L mutant substrate; 340,000 compounds, 0.6% hits; inhibition, % at 30 µM, or IC50 in µM where a hit was titrated; AID 624330;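 active = first-screen hits whose inhibition reached a set limit at any dose in the follow-up dose series; inconclusive = inhibition above the set first-screen limit but never retested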;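 note: fluorescence reports GDP produced by GAP-driven GTP hydrolysis; strong numbers were not always called active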
RSV CPE inhibition: RSV antiviral activity via CPE protection, HEp-2 cells, primary 10 µM value included (AID 2391); HEp-2 cells, RSV-induced CPE inhibition; higher % means a stronger effect; CPE inhibition, % at 10 µM, or IC50 in µM where a hit was titrated; 310,000 compounds, 0.13% hits; in the data active = a potency from the dose series; inconclusive = CPE inhibition mostly from about 23% at the one dose, without a potency; inactive = the rest, 99 in 100 with CPE inhibition below about 21%; note: strong numbers were not always called active
PhoP inhibition: inhibitors of PhoP regulon expression, primary screen, Salmonella Typhimurium, GFP reporter (AID 1863); 300,000 compounds, 0.16% hits; S. Typhimurium PhoP-regulated promoter GFP reporter, 4 h; higher % means a stronger effect; one-dose inhibition, % at 50 µM; IC50 in µM for titrated hits;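 active = inhibition over 29.93%, a cutoff 3 SD above the screen mean, later confirmed by dose response; inconclusive = inhibition over 29.93% but no dose response follow-up; inactive = inhibition at most 29.93% or unconfirmed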;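 note: 0% = low Mg2+ inducing control and 100% = high Mg2+ repressing control; strong numbers were not always called active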
TNAP activation fold: stimulation of alkaline phosphatase TNAP activity – biochemical, luminescent, no phosphate acceptor, uHTS, primary screen (AID 1001). purified TNAP, luminescent activation assay, no phosphate acceptor; higher activation fold means a stronger effect. activation fold at 20 µM, or EC50 in µM where a hit was titrated. 200,000 compounds, 0.03% hits; in the data active = activation fold from about 3, or a potency from the dose series; inactive = the rest, 99 in 100 with activation fold below about 1.6; note: many of its hits are not listed in these tables
K1F lysis inhibition: inhibition of K1F phage lysis, E. coli UTI89, bacterial capsule biogenesis inhibitors, alamar blue (AID 488966); E. coli UTI89 K1F phage lysis, alamar blue, 2 h; higher % means a stronger effect; inhibition, % at 100 µM; hits with a dose series show IC50 in µM; 340,000 compounds, 0.02% hits;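 active = phage lysis inhibition, versus mean bacterial control, above a set limit; inconclusive = no clear call, values can overlap the other calls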;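 note: capsule biogenesis inhibitors block K1F phage lysis so surviving cells raise fluorescence; higher fluorescence means more inhibition of phage lysis; actives were called in the ten point dose series up to 300 µM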
Myeloid diff MLP: promotes myeloid progenitor differentiation. ER-HoxA9 myeloid progenitors, lysozyme-GFP differentiation, flow cytometry. calls only at 10 µM. 360,000 compounds, 1% hits. AID 624256;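 active = normalized GFP-positive differentiation at or above the plate's own cutoff, the solvent-only control mean plus 3 SD; inconclusive = no clear call, values can overlap the other calls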;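 note: cells exposed to compound for four days before flow analysis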
NTR1 ag: NTR1-driven beta-arrestin-GFP spot formation – imaging, U2OS cells, high content, primary screen (AID 493036) | agonist mode | activation, % at 20 µM | 330,000 compounds, 0.17% hits;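 active = activation at or above 40% of the spot to cytoplasm intensity ratio, with at least 20 cells analyzed; inconclusive = wells under 20 cells, flagged as cytotoxic or low count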;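 note: 0% = DMSO without peptide and 100% = 100 nM NTR1 peptide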
Target sequence (P30989 whole entry, looked up): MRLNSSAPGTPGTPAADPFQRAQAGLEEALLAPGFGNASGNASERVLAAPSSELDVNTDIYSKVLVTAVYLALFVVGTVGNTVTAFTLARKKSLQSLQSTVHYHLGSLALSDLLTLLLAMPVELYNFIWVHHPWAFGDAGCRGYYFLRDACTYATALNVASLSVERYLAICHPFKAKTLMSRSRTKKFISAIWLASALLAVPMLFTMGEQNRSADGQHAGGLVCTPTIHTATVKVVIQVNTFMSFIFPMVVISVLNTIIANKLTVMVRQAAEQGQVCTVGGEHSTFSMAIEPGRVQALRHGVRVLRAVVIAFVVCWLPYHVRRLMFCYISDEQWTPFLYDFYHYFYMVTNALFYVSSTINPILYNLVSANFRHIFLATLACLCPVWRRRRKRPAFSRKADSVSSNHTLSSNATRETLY
T cell HTS: T cell immune modulation candidate | 330,000 compounds, 0.068% hits | 2C CD8+ T cell-vesicle binding, flow cytometry; active compounds read low | AID 2052 | calls only at 7 µM;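 active = response, share of CD8 T cells binding vesicles, and their 90th percentile fluorescence all below set limits, cut at about 80% in these data, passing the limit was not always enough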
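incubation = binding step 1.5 h, 37 °C, antibody labelling 20 min, ice | test system = 2C mouse CD8+ T cells | read-out basis = percent CD8+ FL2 mean versus row control | controls = Peptide-free naked vesicles (low) and QL9 vesicles with 0.7% DMSO vehicle (high) | detection = flow cytometry of vesicle-bound cells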
SV40 large T antigen: TAg ATPase/helicase activity blockers – biochemical (AID 1903); SV40 large T antigen ATPase/helicase inhibition assay; higher % means a stronger effect; inhibition, % at 20 µM, or IC50 in µM where a hit was titrated; 310,000 compounds, 0.39% hits; in the data active = a potency from the dose series; inconclusive = inhibition mostly from about 32% at the one dose, without a potency; inactive = the rest, 99 in 100 with inhibition below about 32%; note: strong numbers were not always called active
T cell HTS vesicle-bound %: also measured in T cell HTS; calls as there; double positive events, %; measured here: CD8+ vesicle-bound cell fraction;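 binding gate set so that unloaded-vesicle control wells show 10% double positive cells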
NTR1 ag cell count 20 µM: further read-out of NTR1 ag, marked with its call; cell count; measured here: cell count, cytotoxicity flag
Myeloid diff MLP GFP+ MAC1+ %: recorded beside Myeloid diff MLP, whose call it bears; GFP+ MAC1+ double positive, %; measured here: differentiation confirmed by MAC1 staining
Active calls of the source: *; i = inactive; ? = inconclusive; . = no result given; [ ] = another dose, or the depositor's remark. Compounds as they come. Share with any hit: about 2.3%.

SMILES	MgcRacGAP inhibition	RSV CPE inhibition	PhoP inhibition	TNAP activation fold	K1F lysis inhibition	Myeloid diff MLP	Myeloid diff MLP GFP+ MAC1+ %	NTR1 ag	NTR1 ag cell count 20 µM	T cell HTS	T cell HTS vesicle-bound %	SV40 large T antigen
CC(C)Nc1nc(NC(C)C)nc(N(C)n2cnnc2)n1	8.2%	1.3%	4.7%	1.1	0.2%	i	0.3	1.1	51	i	57.0	4.8%
CC(Sc1nnc(CN2CCCC2)n1Cc1ccccc1)C(=O)Nc1ccccc1 (stereo not given)	1.9%	.	.	.	-0.1%[50 µM]	i	1.0	-0.1	61	i	45.2	.
CC(=O)Nc1ccc(NC(=O)c2cc(-n3cnnc3)ccc2Cl)cc1	2.6%	-0.4%	0.0%	1	0.1%	i	0.3	0.4	58	i	35.9	22.8%
CC(=O)c1ccc(NC(=O)c2ccn[nH]2)cc1	5.1%	0.9%	15.0%	1	1.4%	i	3.3	-0.9	88	i	28.9	19.2%
COc1ccc(C2=NC(C(F)(F)F)(C(F)(F)F)c3c(n(C)c(=O)n(C)c3=O)N2)cc1	0.3%	1.8%	1.0%	1.1	0.1%	i	1.5	-1.1	79	i	41.8	9.3%
COc1ccc(C(=O)Nc2ccc(O)c3ccccc23)cc1OC	?	.	.	.	1.3%	i	0.3	0.3	55	i	41.2	35.1%
Nc1nnc(CCCCc2cccs2)o1	13.4%	.	5.2%	1.1	0.2%	i	1.3	.	.	.	.	-6.0%
CC(NC(=O)Cn1c(NCCO)nc2ccccc21)C1CC2CCC1C2 (stereo not given)	2.5%	-0.4%	5.8%	1.1	0.6%	i	0.2	1.2	53	i	3.0	10.8%
O=C1C2C3CCC(C3)C2C(=O)N1CNc1ccc(F)cc1 (stereo not given)	-4.0%	-0.8%	3.4%	1.1	0.2%	i	0.8	-2.4	91	i	20.7	20.0%
O=C(Nc1ccc(NC(=O)c2cccs2)cn1)c1ccco1	4.5%	1.0%	-2.8%	1.1	-2.8%	i	1.5	-0.8	85	i	30.5	0.9%
Cc1[nH]c2ccc(OCc3ccccc3)cc2c1CCN1C(=O)OC(C)(C)C1(C)O (stereo not given)	2.7%	0.8%	17.2%	1.1	-2.2%	i	1.9	0.5	85	i	45.1	4.8%
Cc1c(C#N)c(N)nc2c3c(sc12)NC(=O)CC3c1ccccc1 (stereo not given)	1.6%	5.8%	-5.7%	1.1	0.6%	i	0.7	1.6	84	i	30.6	-1.1%
N#C/C(=C\c1cc2c(cc1Br)OCO2)C(=O)NCC1CCCO1 (stereo not given)	9.8%	1.1%	-9.8%	.	0.4%	i	1.1	0.7	63	i	6.9	5.3%
Cc1ccnc(NS(=O)(=O)c2ccc(NC(=O)c3snnc3C)cc2)n1	15.1%	3.1%	-8.7%	.	0.2%	i	0.0	-1.1	63	i	24.5	11.6%
C=CC(=O)NCCCc1cc(C(C)(C)C)c(O)c(C(C)(C)C)c1	8.1%	6.0%	12.4%	1.1	0.1%	i	0.4	1.2	72	i	56.6	-4.5%
CC(=O)N1CCc2cc(S(=O)(=O)CCC(=O)Nc3ccc(Cl)cc3F)ccc21	8.5%	0.2%	-0.7%	.	0.1%	?	.	-0.5	47	i	12.5	1.0%
COc1ccc2nc(NC(=O)CSc3nnc(-c4ccoc4C)n3C)sc2c1	-4.9%	0.3%	-4.5%	1.1	-0.8%	i	3.7	1.4	59	i	60.6	5.1%
O=C(O)CCC(=O)NCCc1cccc(Cl)c1	-4.1%	1.4%	5.7%	1.1	0.2%	i	0.3	-0.7	31	i	11.5	-2.2%
Cc1ccc(C(=O)N2CCCC(c3ccccc3)=N2)cc1	2.9%	7.7%	2.9%	1.1	1.3%	i	0.2	3.5	51	i	65.6	5.1%
COc1ccc(CCNC(=O)NC23CC4CC(CC(C4)C2)C3)cc1	3.8%	5.3%	0.0%	1.1	-0.1%	i	0.7	0.7	52	i	36.8	12.2%
CCCOc1ccc(-c2nn(-c3ccccc3)cc2/C=C2\SC(N)=NC2=O)cc1C	4.2%	?	9.8%	1.5	0.0%	i	1.2	8.8	64	i	44.8	1.1%
CCN(C(=O)C(C)OC(=O)c1nn(-c2ccccc2C(F)(F)F)cc1O)c1ccccc1 (stereo not given)	0.5%	.	.	.	0.4%	i	1.1	0.0	61	i	46.6	.
C/C(=N/NS(=O)(=O)c1cccc([N+](=O)[O-])c1)c1ccncc1	3.1%	1.1%	-0.6%	.	-0.3%	i	2.6	-0.2	58	i	16.5	4.5%
c1cc2c3c(cccc3c1)NC1(CCCCC1)N2	11.0%	0.6%	8.4%	1.1	5.4%	i	0.0	0.8	42	i	22.1	3.2%
COC(=O)CCc1c(C)nn(-c2ccccc2)c1C	7.1%	2.0%	-0.3%	1	1.4%	i	0.5	-0.6	51	i	30.2	5.4%

2 entries from above, reformatted:
The line under a structure holds: MgcRacGAP inhibition	RSV CPE inhibition	PhoP inhibition	TNAP activation fold	K1F lysis inhibition	Myeloid diff MLP	Myeloid diff MLP GFP+ MAC1+ %	NTR1 ag	NTR1 ag cell count 20 µM	T cell HTS	T cell HTS vesicle-bound %	SV40 large T antigen
Cc1ccnc(NS(=O)(=O)c2ccc(NC(=O)c3snnc3C)cc2)n1
 : 15.1%	3.1%	-8.7%	.	0.2%	i	0.0	-1.1	63	i	24.5	11.6%
C=CC(=O)NCCCc1cc(C(C)(C)C)c(O)c(C(C)(C)C)c1
 : 8.1%	6.0%	12.4%	1.1	0.1%	i	0.4	1.2	72	i	56.6	-4.5%

More records follow.
SMILES	MgcRacGAP inhibition	RSV CPE inhibition	PhoP inhibition	TNAP activation fold	K1F lysis inhibition	Myeloid diff MLP	Myeloid diff MLP GFP+ MAC1+ %	NTR1 ag	NTR1 ag cell count 20 µM	T cell HTS	T cell HTS vesicle-bound %	SV40 large T antigen
O=C(NCCc1ccc(Cl)cc1)c1cc(S(=O)(=O)N2CCCCC2)c[nH]1	-0.9%	4.2%	.	.	1.6%	i	1.7	0.2	46	i	20.1	.
Cc1ccccc1CN(c1ccc(C(=O)N2CCc3ccccc3C2)cc1)S(C)(=O)=O	1.9%	15.6%	0.7%	1	-0.1%	i	2.1	3.3	86	i	27.8	4.4%
CCOC(=O)Nc1ccc(S(=O)(=O)Nc2nc(C)cc(C)n2)cc1	-11.4%	0.8%	-3.7%	1.1	0.3%	i	15.3	-1.1	84	i	5.2	-1.4%
Cc1cc(CNC(=O)[C@H]2C[C@@H]2[C@H](NP(=O)(c2ccccc2)c2ccccc2)c2ccccc2)nn1C	.	-1.3%	4.8%	1.2	.	.	.	1.2	53	i	12.5	13.6%
CN(C(=O)C1CCCO1)c1nnc(-c2cnccn2)s1 (stereo not given)	5.0%	1.2%	1.1%	1.1	3.3%	i	0.7	-3.9	78	i	15.9	3.0%
CN(C)Cc1c(O)ccc2c(=O)c(-c3ccc(Cl)cc3)coc12	6.1%	-0.3%	4.3%	.	0.0%	i	0.3	1.6	63	i	68.2	2.5%
CCc1[nH]nc2c1C(C(C)C)C(C#N)=C(N)O2 (stereo not given)	1.0%	1.8%	2.9%	1	-0.3%	i	0.3	-0.7	94	i	42.7	20.8%
COC(=O)[C@H](Cc1ccccc1)NC(=O)C1CCN(C(=O)[C@H](C)NS(=O)(=O)c2ccc(C)cc2)CC1	7.4%	3.0%	-3.8%	.	0.3%	i	3.2	0.3	58	i	15.9	5.2%
CC(C)(C#CC(O)(c1ccccc1)c1ccccc1)N1CCCC1	11.3%	0.0%	-6.1%	1	-0.7%	i	0.2	0.4	47	i	32.8	-19.3%
CCOc1ccc(C2/C(=C(/O)c3ccc(F)cc3)C(=O)C(=O)N2CCCN(C)C)cc1 (stereo not given)	4.7%	0.2%	0.6%	1.1	0.0%	i	0.9	0.4	53	i	38.7	13.5%
CC(c1ccc(C(C)(C)C)cc1)S(=O)CC(O)CO (stereo not given)	-0.4%	1.4%	-9.3%	1.1	2.2%	i	0.8	0.2	41	i	32.0	4.7%
CCn1c(NC(=S)Nc2ccccc2)nc2ccccc21	7.8%	2.1%	-4.8%	1.1	0.3%	i	0.7	1.7	75	i	36.1	20.9%
COCCn1c(SCC(=O)Nc2ncc(C)s2)nc2sc3c(c2c1=O)CCC3	.	.	-1.0%	1.1	.	.	.	3.7	97	.	.	7.6%
COC(=O)CN1C(c2cccc(Cl)c2)=Nc2ccc(Cl)cc2C1c1ccccc1 (stereo not given)	3.5%	9.6%	9.8%	1.1	5.3%	i	0.6	.	.	i	43.1	7.0%
CCOC(=O)c1c2ccc(OCC(=O)N/N=C/c3ccc(C)cc3)cc2n2ccccc12	13.2%	0.1%	1.0%	1.2	0.1%	i	1.5	19.0	43	i	36.1	13.9%
CCOC(=O)c1csc(NC(=O)c2ccc(S(=O)(=O)N(CC)CC)cc2)n1	6.3%	13.6%	-0.1%	1	4.7%	i	0.4	2.6	47	i	17.3	-8.2%
Cc1cc(-c2nnc(SCC(=O)Nc3ccc(C(F)(F)F)cc3)n2C)no1	12.8%	2.5%	5.7%	.	2.1%	i	0.3	0.5	68	i	49.3	0.0%
CCn1c(=S)sc2c(=O)n(CC(=O)Nc3ccc(OC)c(Cl)c3)c(C)nc21	5.2%	2.2%	-8.2%	.	2.4%	i	6.0	3.3	66	i	26.3	7.8%
CCOC(=O)c1nnn(-c2nonc2N)c1-c1ccc(Cl)cc1	1.8%	-0.4%	5.5%	1.2	-0.1%	i	0.7	2.1	23	i	9.1	5.1%
CCN1CCN(c2c(Cl)cccc2NC(=O)c2ccco2)CC1	7.4%	0.7%	3.1%	1.1	0.2%	i	1.1	0.2	42	i	29.9	2.4%
COCCCNC(=O)c1cc(=O)n(Cc2ccc(Cl)cc2)c2ccccc12	-2.0%	-0.9%	1.6%	1	0.0%	.	.	-1.9	50	i	45.9	2.7%
O=c1c2[nH]c3ccc(F)cc3c2ncn1C1CCCCC1	5.8%	-1.0%	13.0%	1.1	-0.7%	.	.	0.4	41	i	12.4	0.3%
O=C(NCCSc1c[nH]c2ccccc12)c1c(F)cccc1F	6.9%	6.2%	-4.4%	1.1	3.6%	i	2.3	-1.5	52	i	34.1	15.0%
CCN(CC)S(=O)(=O)c1ccc(N2CCOCC2)c(NC(=O)c2ccc(N3CCCC3=O)cc2)c1	12.8%	5.2%	1.2%	.	-1.9%	i	0.7	-0.2	63	i	58.4	8.7%
